High-throughput results from PubChem.
Tau fluor counter – counter-screen for tau fibril formation inhibitors. tau K18 P301L Alexa594 fluorescence, heparin fibrillization. Potency, µM (top dose mostly 57.7 µM), without a hit: at the top dose activity change, negative = decrease. hit rate 0.93% among 280,000; also: nearly all actives have a fitted effect of over 55% in size
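Human tau K18 P301L (15 uM unlabeled, 0.24 uM Alexa 594-labeled) in 100 mM sodium acetate pH 7 with 20 uM heparin, 6 hr at 37 C. ThT 30 uM added, 1 hr ambient; Alexa 594 FP and total fluorescence read at 555/632 nm.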
L3MBTL1 inh – L3MBTL1 (human) inhibition | Q9Y468 | AlphaScreen L3MBTL1–H3K9me1 peptide binding | Potency, µM (series often up to 57.1 µM), for the others: top-dose activity, negative = inhibition, hits mostly inhibitors | hit rate 0.66% among 230,000; also: nearly all actives have a fitted effect of over 60% in size
Target sequence (Q9Y468 whole entry, looked up): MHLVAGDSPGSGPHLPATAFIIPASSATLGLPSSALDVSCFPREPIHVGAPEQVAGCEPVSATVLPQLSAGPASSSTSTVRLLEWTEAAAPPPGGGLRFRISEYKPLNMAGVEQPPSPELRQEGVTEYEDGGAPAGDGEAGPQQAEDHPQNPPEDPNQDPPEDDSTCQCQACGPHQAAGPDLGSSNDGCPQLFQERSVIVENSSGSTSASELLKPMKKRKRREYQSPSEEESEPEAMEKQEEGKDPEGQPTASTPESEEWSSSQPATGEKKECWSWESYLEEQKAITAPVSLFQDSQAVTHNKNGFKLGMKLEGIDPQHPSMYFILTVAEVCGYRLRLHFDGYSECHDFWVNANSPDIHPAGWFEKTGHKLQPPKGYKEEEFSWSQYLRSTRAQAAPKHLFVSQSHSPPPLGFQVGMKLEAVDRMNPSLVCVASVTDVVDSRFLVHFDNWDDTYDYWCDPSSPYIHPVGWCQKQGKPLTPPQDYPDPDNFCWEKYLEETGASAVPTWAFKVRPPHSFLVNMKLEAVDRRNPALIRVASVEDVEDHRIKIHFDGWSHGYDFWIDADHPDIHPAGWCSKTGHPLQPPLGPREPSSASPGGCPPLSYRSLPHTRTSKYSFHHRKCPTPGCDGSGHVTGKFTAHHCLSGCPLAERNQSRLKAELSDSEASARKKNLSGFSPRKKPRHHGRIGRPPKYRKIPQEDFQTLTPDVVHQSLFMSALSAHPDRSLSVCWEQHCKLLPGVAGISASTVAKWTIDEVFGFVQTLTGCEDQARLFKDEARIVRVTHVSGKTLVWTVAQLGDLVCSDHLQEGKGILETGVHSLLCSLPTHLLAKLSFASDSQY
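Displacement of a biotinylated histone H3(1-15) peptide monomethylated at Lys9 (75 nM) from L3MBTL1 (50 nM) was measured by AlphaScreen after a 30 min room-temperature compound incubation; cefsulodin titration served as intraplate control.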
TRb-SRC2 inh – TRbeta-SRC2 interaction inhibition. P10828. TRbeta-SRC2 peptide binding, fluorescence polarization; receptor liganded with 1 µM T3. Potency, µM (doses to about 106 µM), for the others: top-dose activity change, negative = inhibition, usual class: inhibitors. hit rate 0.065% among 280,000. AID 1469;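 also: plate controls were bound peptide for no effect and peptide without receptor for full effect; nearly all actives have a fitted effect of over 50% in size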
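Fluorescence polarization of 20 nM Texas Red SRC2 peptide with 0.6 uM human TRb ligand-binding domain, in Tris buffer with 1uM T3 and 5% DMSO. Incubated 5 hr ambient; normalized to unbound and bound controls.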
TexasRed fluor – alters Texas Red total fluorescence, flagging assay interference. Potency, µM (doses to about 106 µM), inactives show top-dose fluorescence change, negative = quenching. hit rate 0.29% among 280,000. TRb/SRC2 Texas Red total fluorescence interference; active = well fitted curve in either direction with a large enough effect; inconclusive = small, poorly fitted or top-dose-only effect
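Human TRβ ligand-binding domain (0.6 uM) and Texas Red SRC2 peptide (20 nM) in Tris buffer with 1 uM T3 and 5% DMSO were incubated with pinned compound for 5 hr at ambient temperature. Total fluorescence was computed as S + 2P (555/632 nm).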
Tau fibril ThT – tau fibrillization inhibition (ThT binding); P10636; recombinant tau K18 P301L (four-repeat tau fragment), heparin-induced fibrillization, ThT fluorescence; Potency, µM (top dose mostly 57.4 µM), inactives show at the top dose activity, negative = inhibition, usual class: inhibitors; hit rate 2.1% among 270,000; also: nearly all actives have a fitted effect of over 55% in size
Target sequence (P10636 561-689 P618L limits assumed): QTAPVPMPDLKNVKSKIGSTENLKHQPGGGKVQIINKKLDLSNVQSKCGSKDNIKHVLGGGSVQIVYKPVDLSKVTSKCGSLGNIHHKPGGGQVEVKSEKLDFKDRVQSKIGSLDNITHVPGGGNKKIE
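Recombinant human tau K18 fragment […] carrying P301L, 15 uM unlabeled plus 0.24 uM Alexa 594-labeled, was fibrillized with 20 uM heparin in 100 mM sodium acetate pH 7 for 6 hr at 37 C; 30 uM ThT fluorescence read after 1 hr.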
GLA spleen mod – alpha-galactosidase A (human) modulation; human spleen homogenate, 4MU-alpha-Gal fluorescence, 40 min; AID 2107; hit rate 0.008% among 240,000; Potency, µM (highest dose often 80 µM), for the others: top-dose activity change, negative = inhibition, usual class: inhibitors; P06280;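 also: 0% = enzyme with vehicle and -100% = no enzyme basal signal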
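Inhibition or activation of alpha-galactosidase in human spleen homogenate is scored by 4-MU fluorescence after 40 min at 37C, pH 5.0, with 1 mM substrate. AC50s come from concentration-response fitted to the Hill equation.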
ALDH1A1 inh – ALDH1A1 (human) enzyme inhibition | Potency, µM (titrated, usually from 75.3 µM), inactives show at the highest dose activity, negative = inhibition, usual class: inhibitors | P00352 | Purified ALDH1A1, NADH fluorescence, propionaldehyde substrate | hit rate 7.3% among 220,000 | AID 1030; active = well fitted inhibition curve with a large enough effect, not every such curve was filed as active; inconclusive = small, poorly fitted or top-dose-only effect, or another doubt; inactive = no such curve, though single readings can be large or run the other way;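 also: plate controls were no enzyme wells and a reference inhibitor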
Tau FP inhib – blocks human tau fibril formation measured by polarization; Potency, µM (top dose mostly 57.7 µM), inactives show top-dose activity, negative = inhibition, most hits filed as inhibitors; K18 P301L tau heparin fibrillization, Alexa594 FP, 6 h; P10636; hit rate 0.39% among 280,000; also: nearly all actives have a fitted effect of over 55% in size
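K18 P301L tau (15 uM unlabeled/0.24 uM Alexa 594-labeled, final) + compound + heparin 20 uM final; 100 mM NaOAc pH 7; 6 hr 37 C; ThT 30 uM final added, 1 hr RT; FP ex 555/em 632 nm.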
An asterisk follows results filed as active; ? = inconclusive; . = not tested or not shown; [ ] = dose if it differs, or a comment. Unless noted, calls follow the shape of the dose curve; as a rule, active = well fitted curve in the direction sought with a large enough effect; inconclusive = small, poorly fitted or top-dose-only effect, or another doubt; inactive = no such curve, though single readings can be large; an effect the other way counts as inactive or inconclusive. Unless noted, % is scaled to controls: 0 for no effect and ±100 for the full control effect; potency is read from the fitted curve at half-maximal effect.

Start of the listing, in advance (two entries):
Each structure is followed by: Tau fluor counter	L3MBTL1 inh	TRb-SRC2 inh	TexasRed fluor	Tau fibril ThT	GLA spleen mod	ALDH1A1 inh	Tau FP inhib
> N#Cc1cn(CCOC(=O)c2cccc(C(F)(F)F)c2)c(=O)[nH]c1=O
    9%	-1%	-11%	-1%	7%	3%	5%	10%
> O=[N+]([O-])c1cccnc1Oc1cccnc1
    -9%	15%	2%	1%	-11%	7%	.	3%

Results, from the first entry:
Each structure is followed by: Tau fluor counter	L3MBTL1 inh	TRb-SRC2 inh	TexasRed fluor	Tau fibril ThT	GLA spleen mod	ALDH1A1 inh	Tau FP inhib
> N#Cc1cn(CCOC(=O)c2cccc(C(F)(F)F)c2)c(=O)[nH]c1=O
    9%	-1%	-11%	-1%	7%	3%	5%	10%
> O=[N+]([O-])c1cccnc1Oc1cccnc1
    -9%	15%	2%	1%	-11%	7%	.	3%
> CC(C)C(=O)OCc1cc(=O)n2nc(C3CC3)sc2n1
    -11%	.	-5%	0%	-8%	.	.	-14%
> Cc1ccc(NC(=O)Cn2c(=O)n(CCCCCC(=O)NCc3ccc(F)cc3)c(=O)c3sccc32)cc1C
    -25%	.	7%	-8%	18%	.	.	-14%
> Cc1ccc(C)c(S(=O)(=O)N/N=C/c2cccnc2)c1
    6%	0%	6%	-5%	-3%	3%	8.9µM*	-12%
> Cc1ccc(C)c(-n2nnnc2Sc2nnnn2-c2ccccc2)c1
    -2%	11%	0%	-2%	0%	-4%	22µM*	6%
> COc1ccccc1NC(=S)NCc1ccc(S(N)(=O)=O)cc1
    -5%	7%	-6%	-4%	-1%	-3%	2%	-11%
> O=C(CCNC(=O)c1ccc(Cl)cc1)Nc1ccc(Cl)cc1F
    -6%	-1%	2%	-2%	-3%	-8%	8%	-7%
> COc1ccc(CCNC(=O)c2ccc(-c3ccc([N+](=O)[O-])cc3)o2)cc1OC
    ?	-18%	-3%	2%	?	-2%	10µM*	7%
> CCOC(=O)Cn1c2ccccc2c2nc3ccccc3nc21
    -8%	.	-29%	1%	-10%	-3%	?	-6%
> CSc1ccccc1NC(=O)CSCc1ccc(C)cc1
    -8%	27%	-9%	3%	-13%	-8%	-16%	-1%
> O=C(O)c1ccccc1N(Cc1ccccc1)C(=O)COc1ccccc1
    -4%	-6%	-5%	-5%	-5%	-1%	.	-3%
> COc1ccc(CCNc2cc(N3CCN(C(=O)c4ccc(C)cc4)CC3)ccc2[N+](=O)[O-])cc1OC
    1%	4%	1%	-8%	-12%	4%	8.9µM*	0%
> C(#CCN1CCCC1)CC(c1ccccc1)c1ccccc1
    -11%	-30%	-5%	1%	-11%	6%	?	-4%
> COc1cccc(/C=N/NC(=O)c2ccc(=O)[nH]n2)c1O
    -16%	-21%	8%	-2%	?	4%	16%	-3%
> O=C(CCCC(=O)OCC(Cl)=C(Cl)Cl)Nc1cccc2ccccc12
    -16%	15%	7%	1%	-4%	9%	11%	-2%
> COc1cccc2sc(NNC(=O)C3COc4ccccc4O3)nc12 (stereo unspecified)
    -14%	.	9%	0%	-21%	-5%	?	0%
> CCOC(=O)C1(C)C=C(Nc2cccc(C)c2)C(=O)N1c1ccccc1 (stereo unspecified)
    -12%	.	7%	-3%	-4%	.	.	-16%
> C/C(N)=C(/C#N)C(=O)CSc1nncn1-c1ccccc1
    1%	4%	-3%	1%	1%	6%	19%	6%
> S=c1[nH]nc(NCCCN2CCOCC2)s1
    -9%	2%	-1%	2%	?	0%	.	?
> COC(=O)c1ccc(C(=O)N2CCCC(CNC(=O)c3ccccc3Cl)C2)cc1 (stereo unspecified)
    -4%	7%	-7%[53 µM]	-2%[53 µM]	-5%	3%	-6%	6%
> COc1ccc(-c2nsc(SCC(=O)NCc3ccc4c(c3)OCO4)n2)cc1
    -15%	5%	6%	-6%	2%	-1%	-3%	-6%
> COc1cccc(-c2nn(C)c3sc(C(=O)N4CCN(c5ccccc5)CC4)cc23)c1
    -13%	.	-19%	0%	-11%	7%	?	12%
> CC(C)N(Cc1cc2ccccc2[nH]c1=O)C(=O)C1CCCCC1
    -4%	.	-10%	-2%	-11%	25%	1%	3%
> CCCN1CCC(NC(=S)Nc2ccc(C(=O)OCC)cc2)CC1
    -12%	2%	8%	-4%	-3%	-13%	-6%	-6%
> Cc1ccc2occ(-c3cc(-c4ccc(F)cc4)nc4c3COc3ccc(F)cc3-4)c(=O)c2c1
    0%	.	4%	3%	6%	.	.	-17%
> CCOc1ccc(-n2c(C)nc3cc(C(=O)NCc4ccc(C)cc4)ccc32)cc1
    -5%	.	4%	0%	-3%	.	.	11%
> CCCCCCC(C)OC(=O)c1ccccc1C(=O)O (stereo unspecified)
    -13%	13%	1%	-2%	-9%	-4%	20%	-10%
> COc1cc(OC)cc(C(=O)NCCCN2CCN(CCCNC(=O)c3cc(OC)cc(OC)c3)CC2)c1
    -12%	-6%	-5%	4%	?	1%	-8%	7%
> CCOc1ccc(-n2nnnc2SCC(=O)NNC(=O)c2ccco2)cc1
    -3%	12%	-2%	-2%	-6%	4%	-6%	-13%
> CC1CCN(C(=O)CCCC(=O)O)CC1
    -7%	8%	8%	-2%	-4%	-14%	0%	-5%
> NS(=O)(=O)c1ccc(N=Cc2ccc(Br)s2)cc1
    -9%	10%	3%	5%	-8%	0%	0%	4%
> O=C(Cn1nnc(-c2ccccc2Cl)n1)N/N=C/c1ccc2c(c1)OCO2
    -22%	-6%	-4%	-1%	-13%	-7%	?	?
> O=C(Nc1cc(Oc2ccccc2)cc([N+](=O)[O-])c1)C12CC3CC(C1)CC(n1cnc(Cl)n1)(C3)C2
    ?	-18%	-3%	2%	5%	2%	2%	1%
> CCN(CCCNC(=O)CCCN1C(=O)COc2ccc(C)cc21)c1cccc(C)c1
    ?	-3%	-6%	-6%	?	3%	-4%	8%
> Cc1ccc(S(=O)(=O)C(CNC(=O)C(=O)NCc2ccc(Cl)cc2)c2cccs2)cc1 (stereo unspecified)
    0%	.	7%	-2%	13%	.	.	-19%
> CCOc1ccc(CCNC(=O)C2CCN(S(=O)(=O)CC)CC2)cc1OCC
    -2%	11%	-4%	1%	0%	2%	11%	-8%
> Cc1ccc(N(CC(N)=O)C2SC(=O)N(Cc3ccccc3)C2=O)cc1 (stereo unspecified)
    -2%	5%	0%	1%	-19%	6%	?	6%
> O=C1CCCCCN1Cc1nnc(SCc2nc3ccccc3s2)n1-c1ccccn1
    -16%	-1%	9%	2%	?	5%	?	-10%
> CCCCCCC#Cc1ccc2c(c1)COc1c3ccccc3nn1-2
    -1%	.	-7%	0%	?	12%	.	4%
> Cc1cc2cc(CN(Cc3ccco3)C(=O)C3CCCCC3)c(=O)[nH]c2cc1C
    -10%	3%	1%	-1%	-17%	-5%	?	0%
> Cc1ccc(Cn2c(C(=O)NCCCN3CCOCC3)cc3sccc32)cc1
    -24%	-5%	2%	-3%	-17%	-5%	?	3%
> O=c1cnnc(NCc2ccccc2)[nH]1
    4%	.	-7%	-1%	6%	7%	-8%	-7%
> Cc1onc(-c2ccc(Cl)cc2Cl)c1-c1csc(N/N=C/c2ccccc2)n1
    ?	-10%	0%	0%	-7%	8%	-1%	?
> O=C1OC(/C(=C\Nc2cc(Cl)ccc2O)[N+](=O)[O-])c2ccccc21 (stereo unspecified)
    -23%	-14%	-3%	-1%	?	6%	14µM*	-19%
> Cc1c(Cl)cccc1NC(=S)Nc1ccccn1
    -5%	.	0%	1%	-5%	5%	3%	-3%
> Cc1cccc(NC2=CC(=O)OC(C)C2)c1 (stereo unspecified)
    0%	.	-7%	-4%	-6%	-4%	-4%	6%
> COc1ccc(NC(=S)Nc2ccccc2C(F)(F)F)cc1
    1%	3%[11.4 µM]	2%	4%	2%	6%	?	-1%
> O=C(CN(Cc1ccc(Cl)c(Cl)c1)S(=O)(=O)c1ccccc1)N/N=C\c1ccc2c(c1)OCO2
    ?	.	-12%	-1%	-10%	-5%	-9%	?
> Cc1onc(C(=O)N2CCOCC2)c1[N+](=O)[O-]
    -5%	.	-5%	0%	-10%	1%	25µM*	-11%
> CCC(C)Nc1c([N+](=O)[O-])cc(C)cc1[N+](=O)[O-] (stereo unspecified)
    -17%	?	-2%	-4%	-14%	-1%	?	-9%
> Cc1ccccc1-c1cc2nc(-c3ccc([N+](=O)[O-])cc3)cc(=O)n2[nH]1
    -24%	-1%	-5%	-9%	?	4%	-6%	7%
> COCCOC(=O)CC1=NC(=O)CS1
    6%	-2%	3%	-6%	2%	-2%	7%	0%
> CCc1ccc(NC2CC(=O)N(c3ccc(OC)cc3OC)C2=O)cc1 (stereo unspecified)
    -25%	.	-6%	-2%	?	3%	-16%	-9%
> Cc1cccc(NC(=O)CSc2nnc(CNC(=O)c3ccc(S(=O)(=O)N(C)C)cc3)n2-c2ccc(F)cc2)c1
    -26%	-3%	-4%	0%	5%	-10%	?	0%
> CCOC(=O)c1[nH]c(C)c(C(=O)N2CCN(C(=O)OCC)CC2)c1CC
    0%	8%[11.4 µM]	-4%	-2%	-3%	-3%	6%	4%
> COC(=O)C1CCN(C(=O)c2ccccc2Oc2ccccc2)CC1
    -1%	3%	-21%	-2%	-2%	-2%	?	-3%
> c1ccc2sc(NC3=NCN(C4CCCCC4)CN3)nc2c1
    0%	8%	-10%	1%	3%	-4%	7%	0%
> CCOc1ccccc1NC(=O)Nc1c(C)n(-c2ccccc2)c(=O)n1C
    4%	-5%	0%	-4%	1%	6%	-3%	-1%
> CCC(=O)N1N=C(c2ccc(C)o2)CC1c1ccc(N(C)C)cc1 (stereo unspecified)
    -5%	-25%	3%	1%	-2%	2%	-12%	7%

A draw from above in order of SMILES length, low to high:
Each structure is followed by: Tau fluor counter	L3MBTL1 inh	TRb-SRC2 inh	TexasRed fluor	Tau fibril ThT	GLA spleen mod	ALDH1A1 inh	Tau FP inhib
> COCCOC(=O)CC1=NC(=O)CS1
    6%	-2%	3%	-6%	2%	-2%	7%	0%
> CCC(=O)N1N=C(c2ccc(C)o2)CC1c1ccc(N(C)C)cc1 (stereo unspecified)
    -5%	-25%	3%	1%	-2%	2%	-12%	7%
> Cc1cccc(NC(=O)CSc2nnc(CNC(=O)c3ccc(S(=O)(=O)N(C)C)cc3)n2-c2ccc(F)cc2)c1
    -26%	-3%	-4%	0%	5%	-10%	?	0%
